# GDH-TPI inh = GDH-TPI coupling enzyme inhibitors, primary screen, artefact control for M. tuberculosis FBA inhibitor project, biochemical, absorbance, full deck | 1.2% of 360,000 active | inhibition, % at 4.8 µM | GDH-TPI coupled enzyme counterscreen, NADH absorbance; in the data active means inhibition above about 30%;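 further: 0% = DMSO wells and 100% = wells lacking the enzyme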
# SARS 3CLpro inh = SARS-CoV 3CLpro protease inhibitors, primary screen, biochemical, quenched FRET; Replicase polyprotein 1ab (Severe acute respiratory syndrome coronavirus), P0C6X7; recombinant SARS-CoV 3CLpro, quenched FRET peptide cleavage; inhibition, % at 6 µM; 0.14% of 290,000 active; in the data active means inhibition above about 12%
# Mtb BioA inh = M. tuberculosis BioA enzyme inhibitors, primary screen, biochemical, plate reader, single point, HTS; purified M. tuberculosis BioA enzyme; inhibition, % at 9.99 µM; 0.096% of 360,000 active; AID 602481, 2012; in the data active means inhibition above about 40%
# MazF activator = activators of E. coli MazEF toxin-antitoxin RNase, primary screen, biochemical, fluorescence, uHTS; FAM/BHQ RNA-DNA oligo cleavage fluorescence, 5 h; activation, % at 20 µM; 0.32% of 350,000 active; AID 504720, 2011; in the data active means activation above about 50%
# Target sequence (P0AE70 whole entry, looked up): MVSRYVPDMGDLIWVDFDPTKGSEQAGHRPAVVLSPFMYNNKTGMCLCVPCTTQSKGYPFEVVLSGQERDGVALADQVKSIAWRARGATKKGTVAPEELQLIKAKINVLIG
# SSB-PriA inh = inhibitors of Klebsiella pneumoniae PriA binding to SSB C-terminal tail, primary screen, biochemical, AlphaScreen. PriA–SSB C-terminal tail interaction (Klebsiella pneumoniae). AlphaScreen SSBct-PriA binding, biotinylated peptide. inhibition, % at 33 µM. 0.6% of 430,000 active. AID 1272365, 2023; in the data active means inhibition mostly above about 37%, no sharp cut-off; inactive means mostly below about 20%;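 further: plate controls were negative control peptide for no effect and reference peptide for full effect; strong numbers were not always called active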
# FBA Mtb inh = Mtb FBA enzyme inhibitors, primary screen, biochemical, fluorescence, strain H37Rv; purified M. tuberculosis FBA, fluorescence read-out; 2.3% of 360,000 active; Fructose-bisphosphate aldolase (Mycobacterium tuberculosis (strain ATCC 25618 / H37Rv)), …; inhibition, % at 1 µM; in the data active means inhibition above about 27%;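 further: 0% = vehicle and 100% = reference inhibitor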
# Target sequence (P9WQA3 whole entry, looked up): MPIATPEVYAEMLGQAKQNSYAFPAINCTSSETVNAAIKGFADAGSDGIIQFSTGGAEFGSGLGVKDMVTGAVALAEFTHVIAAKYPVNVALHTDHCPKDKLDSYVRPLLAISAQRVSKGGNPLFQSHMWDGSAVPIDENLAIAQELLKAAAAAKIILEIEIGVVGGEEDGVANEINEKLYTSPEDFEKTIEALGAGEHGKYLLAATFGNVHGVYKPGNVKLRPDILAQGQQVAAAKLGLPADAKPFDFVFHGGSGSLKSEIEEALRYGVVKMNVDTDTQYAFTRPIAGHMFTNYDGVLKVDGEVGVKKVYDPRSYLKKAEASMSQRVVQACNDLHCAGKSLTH
# Rv3671c protease = Rv3671c serine protease inhibitors, primary screen, biochemical, fluorescence polarization, M. tuberculosis H37Rv; 0.048% of 320,000 active; inhibition, % at 5.96 µM; P9WHR9; in the data active means inhibition above about 38%;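 further: extracellular domain of Rv3671c used as enzyme; 0% = enzyme with DMSO and 100% = no enzyme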
# Target sequence (P9WHR9 whole entry, looked up, the tested form may be a part): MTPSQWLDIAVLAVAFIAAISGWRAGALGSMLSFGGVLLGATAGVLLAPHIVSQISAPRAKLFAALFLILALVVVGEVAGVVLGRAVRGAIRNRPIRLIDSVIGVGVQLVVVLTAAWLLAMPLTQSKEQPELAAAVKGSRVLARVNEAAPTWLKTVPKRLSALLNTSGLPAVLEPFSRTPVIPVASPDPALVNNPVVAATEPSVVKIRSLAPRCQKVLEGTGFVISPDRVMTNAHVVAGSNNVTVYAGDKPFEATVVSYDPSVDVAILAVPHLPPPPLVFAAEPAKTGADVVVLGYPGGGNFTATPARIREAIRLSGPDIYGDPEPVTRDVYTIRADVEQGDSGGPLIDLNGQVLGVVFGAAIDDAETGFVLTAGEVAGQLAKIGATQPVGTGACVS
# VHR inh abs = VHR1 phosphatase inhibitors, primary screen, biochemical, absorbance, uHTS. Dual specificity protein phosphatase 3 (Homo sapiens), P51452. recombinant VHR phosphatase, pNPP absorbance. inhibition, % at 13.3 µM. 0.52% of 290,000 active. AID 1654, 2009; in the data active means inhibition above about 50%; further: some compounds called inactive have numbers as strong as hits
# Target sequence (P51452 whole entry, looked up): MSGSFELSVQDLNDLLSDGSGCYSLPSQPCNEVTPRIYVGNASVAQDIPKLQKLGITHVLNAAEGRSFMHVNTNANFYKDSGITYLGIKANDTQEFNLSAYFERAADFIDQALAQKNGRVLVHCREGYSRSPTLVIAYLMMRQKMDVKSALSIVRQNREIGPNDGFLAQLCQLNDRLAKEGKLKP
# Vc quorum ag = inducers of Vibrio cholerae quorum light production without autoinducers, primary screen, BH1578 luxS cqsA deficient, single point | AID 588436, 2011 | 0.16% of 350,000 active | activation, % at 18.7 µM | V. cholerae BH1578 lux reporter, luminescence, 6 h; in the data active means activation mostly above about 9.7%, no sharp cut-off; further: not every result past the cut was called active; inactives centre near 0; reference of the scale not given here
# UGM FP inh = M. tuberculosis UGM enzyme inhibitors, primary screen, biochemical, fluorescence polarization, single point. UDP-galactopyranose mutase (Mycobacterium tuberculosis (strain ATCC 25618 / H37Rv)), …. 0.06% of 320,000 active. AID 504406, 2011. purified UGM, fluorescence polarization probe displacement. inhibition, % at 10 µM; in the data active means inhibition above about 10%, passing the limit was not always enough
# * = called active by the depositor; i = inactive; x = no result given; & = joins results of further samples.
SMILES,GDH-TPI inh,SARS 3CLpro inh,Mtb BioA inh,MazF activator,SSB-PriA inh,FBA Mtb inh,Rv3671c protease,VHR inh abs,Vc quorum ag,UGM FP inh
CCCCCCCNC(=O)C1(CC2CC(c3ccccc3)=NO2)CCNCC1 (centres undefined),9,x,0.8,0,-22,3,1,x,i,3.0
COCC(C)N=CC1=C(O)CC(C)(C)CC1=O (centres undefined),12,-1,-1.1,5,-8,-2,-4,19,-1.5,0.1
Cc1cc(C(=O)NC(=S)Nc2cccc(NC(=O)C(C)C)c2)ccc1[N+](=O)[O-],5,4,0.6,7,10,0,-4,38,-0.3,-0.6
Cc1ccc(C(=O)c2coc3c2C(=O)C(=O)c2ccccc2-3)cc1,-3,-1,0.4,14,11,-7,-31,0,-4.5,1.8
CNC(=O)c1c2c(nc3ccc(Br)cc13)CCCC2,6,6,-0.2,4,-10,-1,-12,17,0.2,0.8
O=C(c1ccccc1)N1CCn2c1nc1ccccc12,6,2,x,3,-16,3,6,20,-0.2,-0.2
CCCCNC(=O)Cn1cnc2sc(C)c(S(=O)(=O)N3CCN(c4ncccn4)CC3)c2c1=O,1,1,x,12,-4,6,0,29,-1.3,-1.1
CCC1=C(OC(=O)N(CC)CC)N2C(=O)OC(=NCCc3c[nH]c4ccccc34)[C@]2(Cc2ccccc2)[C@H]2C1=CC[C@H]1C(=O)N(CC(=O)OC)C(=O)[C@H]12,-9,x,-0.4,-10,10,-1,-11,7,-8.1,1.0
C=CCn1c(=O)c(C(=O)Nc2ccc(C)cn2)c(O)c2ccccc21,4,2,-1.5,1,-8,-1,0,11,-0.6,-1.9
COc1ccccc1CNC(=S)Nc1ccc2nc(N3CCN(C)CC3)cc(C)c2c1,9,-1,8.8,31,36,6,2,8,-0.9,0.1
Cc1ccc(NC(=O)CN2C(=O)N/C(=C\c3cccnc3)C2=O)cc1,3,3,x,6,-16,3,0,8,0.3,1.4
COc1ccc(N(CC(=O)Nc2ccccc2F)S(=O)(=O)c2ccc(C)c([N+](=O)[O-])c2)cc1,4,2,0.7,-12,1,0,-13,48,-0.3,2.8
O=c1cc(CN2CCN(Cc3ccccc3)CC2)c2cc(Cl)ccc2o1,-5,-7,-0.7,-6,0,-6,x,8,-3.2,x
O=[N+]([O-])c1cccc(S(=O)(=O)c2ccc(NCCOCCO)c([N+](=O)[O-])c2)c1,4,-4,2.3,-5,4,-2,-2,-11,-0.3,0.5
Cc1cc(Cl)c2oc(C(=O)N3CCN(c4cnccn4)CC3)c(C)c2c1,6,x,x,10,x,6,x,x,i,x
COc1ccc(-c2c(NC(=O)CC(C)C)n(C)c3ccccc3c2=O)cc1OC,7,-6,-0.7,-2,4,-1,-8,-14,0.0,0.7
COc1ccc(/C=N/NC(=O)c2cccc(NC(=O)c3ccccc3Cl)c2)c(OC)c1,31*,2,x,8,x,2,-25,25,-0.7,0.7
Cc1ccc(C(=O)C2=C(O)C(=O)N(c3ncccn3)C2c2ccc(F)cc2)o1 (centres undefined),25,2,-0.2,-1,3,1,1,9,-0.2,-0.9
CC(C)Nc1nc(-c2cccnc2)nc(-c2ccccc2)c1C#N,-4,-2,-1.0,8,-3,3,7,16,i,-0.2
C[C@@H]1CN([C@H](C)CO)C(=O)c2cc(C#Cc3ccccc3F)cnc2O[C@@H]1CN(C)S(=O)(=O)c1ccccc1F,0,x,1.7&-2.1&-2.3,-3,x,-3,x,x,-3.1,x
O=C(COC(=O)c1cccs1)Nc1ccccc1C(F)(F)F,-16,0,x,9,-10,-2,3,1,i,-2.8
COC(=O)c1ccccc1NC(=O)CSc1nc2ncccc2[nH]1,-7,4,2.5,3,-11,7,6,26,0.3,3.0
Cc1ccc(NC(=O)Nc2ccccc2)nc1,-1,x,x,0,-8,5,-3,x,-0.3,3.7
COCCN(C(=O)COC(=O)Cc1coc2cc(C)ccc12)c1c(N)n(Cc2ccccc2)c(=O)[nH]c1=O,7,x,-1.2,-11,-10,0,1,x,i,2.6
CCOC(=O)c1c(NC(=O)C2c3ccccc3Oc3ccccc32)sc(C(C)=O)c1C,2,-1,-1.2,-9,6,1,3,26,-1.1,0.0
# New compounds follow
SMILES,GDH-TPI inh,SARS 3CLpro inh,Mtb BioA inh,MazF activator,SSB-PriA inh,FBA Mtb inh,Rv3671c protease,VHR inh abs,Vc quorum ag,UGM FP inh
CCN(C(=O)c1ccc2c(=O)n3c(nc2c1)CCCCC3)c1cc(OC)ccc1OC,5,-3,-1.4,4,3,-1,-3,-4,-0.1,1.8
COc1ccc(C2CC(=O)N3CN(c4ccc(C)c(Cl)c4)CSC3=C2C#N)cc1OC (centres undefined),27,-2,-2.4,-11,5,3,0,23,-3.1,-1.9
Nc1nc(SCC(=O)N2CCOCC2)n[nH]1,4,-4,x,-16,-25&5&-25,-2,1,31,0.2,-0.7
Cc1ccc(-n2[nH]c(C)c(C=Nc3ccc(S(=O)(=O)N4CCOCC4)cc3)c2=O)c(C)c1,x,2,x,x,x,x,1,16,x,1.0
O=C(Cc1ccccc1)c1c[nH]c(C(=O)NC2CCCC2)c1,-5,5,x,-2,-18,-2,-2,-17,0.9,0.4
COc1cccc2cc(-c3csc(NC(=O)CCC(=O)NCCCN4CCC(C)CC4)n3)c(=O)oc12,10,7,x,12,7,0,-4,7,0.5,-1.0
COc1ccc(/C=C/C(=O)N2CCCc3ccccc32)cc1,12,1,x,5,11,2,0,5,-0.4,-0.5
O=C(Nc1nnc([C@@H]2C[C@H](O)[C@@H](CO)O2)s1)c1ccc(Oc2ccccc2)cc1,4,x,-0.3,x,x,1,x,x,0.0,x
Cc1c(Br)c([N+](=O)[O-])nn1CCCC(=O)NC(C)c1ccccc1 (centres undefined),1,-1,x,0,-10,0,18,-28,2.6,2.3
S=C(Nc1ccccc1)N1CCCCC1,6,-3,-0.6,-2,-4,0,0,-3,i,2.8
Cc1ccc2cc(CN(C)S(C)(=O)=O)c(=O)[nH]c2c1,8,-1,x,-4,-8,2,-9,8,-0.7,2.1
CCCC(=O)Nc1c2c(nn1-c1ccc(OC)cc1)CS(=O)C2 (centres undefined),4,6,-0.1,-1,-14,1,3,18,i,-2.1
CC1(C)CC(NC(=O)C2CCN(S(=O)(=O)c3ccc(F)cc3)CC2)CC(C)(C)N1,2,0,-0.1,3,2,-2,-5,19,-0.4,1.4
CCc1nn(CC(=O)NC2CCN(Cc3ccccc3)CC2)c(=O)c2cc3cc(F)ccc3n12,3,1,-1.2,10,-10,0,8,9,i,0.2
CCCCCc1c(C)nc(N2CCN(Cc3ccc4c(c3)OCO4)CC2)[nH]c1=O,4,-1,-1.2,1,-3,3,-1,13,-0.6,-0.2
CCCC(=O)N(c1ccc(C(=O)O)cc1)c1nc(-c2ccccc2)c(C)s1,1,-2,-2.8,-9,3,2,4,13,i,-1.7
Cn1ccnc1SCC(=O)NC1(C#N)CCCCC1,-5,x,x,7,1,0,1,x,i,1.0
CCc1nnc(NC(=O)CCC2CCCCC2)s1,0,x,x,-7,-6,1,10,x,-0.4,-0.4
CCN(CC)Cc1c(C(=O)N/N=C/c2c(Cl)cccc2Cl)nnn1-c1nonc1N,1,0,10,13,x,1,8,-9,-0.4,2.7
O=C1C=CC(=O)C(CNc2ccc(C(=O)OCc3ccccc3)cc2)=C1,6,x,x,-14,12,-3,x,x,i,x
CC(c1ccon1)N(C)C(=O)c1ccc(OC2CCN(C(=O)C3CC3)CC2)cc1 (centres undefined),8,-6,x,-21,-5,3,6,16,-0.1,1.9
O=C(O)COc1ccccc1/C=N/NC(=O)c1cc(-c2ccccc2)nc2ccccc12,25,4,-1.1,2,i,-3,5,16,i,-1.3
CCCCOCCOC(=O)C1OC1(C)c1ccccc1 (centres undefined),0,x,-0.9,3,x,3,x,x,i,x
NC(=O)c1oc2ccccc2c1NC(=O)C1CC(=O)N(c2ccccc2)C1 (centres undefined),12,x,0.1,0,3,-2,-2,x,i,3.0
N/C(=N\OCc1ccccc1)c1nonc1N,4,3,x,-4,x,0,3,-15,-0.5,-3.9
# Next section:
SMILES,GDH-TPI inh,SARS 3CLpro inh,Mtb BioA inh,MazF activator,SSB-PriA inh,FBA Mtb inh,Rv3671c protease,VHR inh abs,Vc quorum ag,UGM FP inh
O=C(Nc1ccccn1)c1nc(-c2ccccc2)n(-c2ccccc2)n1,2,4,x,5,-2,-4,-9,-3,i,1.1
O=C(CN1CCOCC1)N/N=C/c1cccc2ccccc12,22,2,-1.1,3,x,-1,0,14,-0.6,0.0
Cc1ccc(C)c(COC(=O)CCN=C2NS(=O)(=O)c3ccccc32)c1,11,x,0.8,-1,-7,4,-17,x,i,0.5
COc1cc(CCC(=O)N2CCN(c3ncccn3)CC2)cc(OC)c1OC,-6,-7,-1.1,13,-13,0,-3,18,-0.4,-2.9
O=C(Nc1ccccc1C(=O)Nc1cccnc1)c1ccccc1,-2,-2,5.2,1,-6,0,2,7,-0.4,-4.6
CC(Oc1ccc(C#N)cc1)C(=O)N1CC=C(c2ccccc2)CC1 (centres undefined),8,x,1.8,4,1,0,-7,x,-0.4,-1.1
CCOC(=O)c1ccc(-c2ccc(-c3cc(=O)oc4cc(OC)c(OC)c(OC)c34)cc2)cc1,-3,x,-0.1,0,1,1,x,x,i,x
CCC(C)NC(=O)c1[nH]c(C)c(C(=O)OC)c1C (centres undefined),9,-2,x,-5,12,-3,8,3,i,-1.8
COc1ccc(C(=O)N2CCN(c3nc4cc(C)ccc4cc3C#N)CC2)c(OC)c1,5,-4,0.2,-3,-17,9,-1,7,0.5,0.7
CC(=O)N1N=C(c2ccc(C)cc2)CC1c1ccco1 (centres undefined),5,2,-2.5,-8,-11,4,-8,19,-0.3,0.3
Cc1ccc2nc(SCC(=O)c3ccc(Cl)cc3)nc(=O)n2c1,15,x,1.0,4,-18,-2,-5,x,i,-1.9
O=C(c1cc(C2CC2)nn1-c1ccccc1)N1CCN(c2ccccn2)CC1,-2,x,1.7,-4,-11,4,x,x,i,x
CCN(CC)S(=O)(=O)c1cccc(C(=O)NCCc2ccccc2)c1,2,-2,-1.3,-7,-1,1,-12,x,0.7,2.5
C[C@@H]1CN([C@H](C)CO)C(=O)CCCn2cc(nn2)CO[C@H]1CN(C)C(=O)Nc1ccc2c(c1)OCCO2,6,x,-0.6&-1.8&0.1,6,x,1,x,x,i,x
CCc1ccccc1N1C(=O)C(Cl)=C(N2CCOCC2)C1=O,-3,-3,0.0,-6,-18,-3,1,-2,i,1.7
C[C@@H]1CN([C@H](C)CO)C(=O)CCCn2nncc2CO[C@H]1CN(C)S(=O)(=O)c1ccc(Oc2ccccc2)cc1,7,x,0.1&0.0,-6,x,-1,x,x,1.1,x

# Among those listed so far, these have an aryl thioether with sulfur outside any ring.
SMILES,GDH-TPI inh,SARS 3CLpro inh,Mtb BioA inh,MazF activator,SSB-PriA inh,FBA Mtb inh,Rv3671c protease,VHR inh abs,Vc quorum ag,UGM FP inh
COC(=O)c1ccccc1NC(=O)CSc1nc2ncccc2[nH]1,-7,4,2.5,3,-11,7,6,26,0.3,3.0
Nc1nc(SCC(=O)N2CCOCC2)n[nH]1,4,-4,x,-16,-25&5&-25,-2,1,31,0.2,-0.7
Cn1ccnc1SCC(=O)NC1(C#N)CCCCC1,-5,x,x,7,1,0,1,x,i,1.0
Cc1ccc2nc(SCC(=O)c3ccc(Cl)cc3)nc(=O)n2c1,15,x,1.0,4,-18,-2,-5,x,i,-1.9

# Bioassay records from PubChem BioAssay.

# Not all compounds are listed; the hit share may differ from the screen's.
